# MBNL1-CUG inh – inhibitors of human MBNL1 binding to CUG repeat RNA; 0.036% of 280,000 active; TR-FRET MBNL1-His/biotin-(CUG)12 binding, 665/545 ratio; Potency, µM (highest dose often 57.5 µM), for the others: top-dose activity change, negative = inhibition, actives largely listed as inhibitors; active = well fitted inhibition curve with a large enough effect in the signal ratio, with a control signal flat, not every such curve was filed as active; inconclusive = small, poorly fitted or top-dose-only effect, or effect the other way, or a change in a side signal; inactive = no such curve, though single readings can be large or run the other way; the % refers to the signal ratio; note: potency is the fitted concentration of half-maximal effect; % is set by controls: 0 for no effect and ±100 for the full control effect
# Target sequence (Q9NR56 whole entry, looked up): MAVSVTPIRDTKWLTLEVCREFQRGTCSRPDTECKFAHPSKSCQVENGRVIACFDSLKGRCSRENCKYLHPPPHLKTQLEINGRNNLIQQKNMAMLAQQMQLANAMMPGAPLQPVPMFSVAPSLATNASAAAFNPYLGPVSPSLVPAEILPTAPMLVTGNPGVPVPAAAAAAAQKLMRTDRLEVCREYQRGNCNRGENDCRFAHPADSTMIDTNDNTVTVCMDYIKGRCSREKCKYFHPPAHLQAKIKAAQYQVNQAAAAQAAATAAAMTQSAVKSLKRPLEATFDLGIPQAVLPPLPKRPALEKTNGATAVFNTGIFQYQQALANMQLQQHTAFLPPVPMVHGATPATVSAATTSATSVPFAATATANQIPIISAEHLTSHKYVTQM
#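 MBNL1-His + Biotin-(CUG)12, cpd titration 92 nM–58 uM; Tb anti-His Ab 0.055 ng/ul, SA-XL665 5 nM (final); 60 min RT; ratiometric 665/545 nm, Ex 340 nm; normalized to buffer and full-complex controls.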
# CXXC DNA block – blocks binding of human MLL CXXC domain to DNA; Q03164; MLL-CXXC / FITC-HOXA9 DNA fluorescence polarization; Potency, µM (highest dose often 115 µM), inactives show at the top dose activity change, negative = inhibition, actives largely listed as inhibitors; 0.037% of 290,000 active; active = well fitted inhibition curve with a large enough effect in the polarisation, with a control signal flat, not every such curve was filed as active; inconclusive = small, poorly fitted or top-dose-only effect, or effect the other way, or a change in a side signal; inactive = no such curve, though single readings can be large or run the other way; the % refers to the polarisation; note: potency is the fitted concentration of half-maximal effect
#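 Fluorescence polarization: 7 uM MLL-CXXC (stock) preincubated 5 min with compounds, then 50 nM fluorescein-HOX-A9 DNA (stock) added; 30 min ambient. Buffer 50 mM Tris-HCl pH 7.5, 50 mM NaCl, 1 mM DTT, 0.05% BSA.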
# KCNH2 3.1 inh – inhibitors of human KCNH2 3.1 potassium channel isoform; U2OS KCNH2 3.1, thallium flux FluxOr; hits give low values; activity change, % (tested at about 1.8 µM); 0.95% of 340,000 active; AID 720553;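 active = maximum activity change below -70%; inconclusive = maximum activity change from -70% to -50%; inactive = maximum activity change above -50%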;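 note: thallium influx rate constant from kinetic fluorescence after stimulation buffer; % is set by controls: 0 for no effect and ±100 for the full control effect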
#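 Steps: virus added to U2OS suspension (4 h, RT, dark); medium with 10% FBS added, cells plated, 37 C overnight; FluxOr/Red40 loading buffer 45 min RT; stimulation buffer, 2 min kinetic read; rate constant normalized.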
# TRPV1 ag – human TRPV1 agonism | TRPV1-expressing cells, Fluo-8 calcium influx, agonist mode | activation, % at 8.33 µM | 0.19% of 320,000 active; in the data active = activation above about 80%; inconclusive = between about 30% and that limit; note: 0% is about no effect
#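 Cells expressing TRPV1 were dye-loaded with Fluo-8 and read kinetically: 10 s baseline, 3 min after compound (agonist portion), then 2 min after EC20 capsaicin (allosteric enhancer portion). Calcium-bound dye fluorescence at 480/520 nm.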
# AT treatment – candidate therapy for ataxia-telangiectasia. […] A-T fibroblasts, KAP-1 phosphorylation AlphaLISA; neocarzinostatin DNA damage 30 min before lysis. Potency, µM (top dose mostly 57.5 µM), for the others: at the top dose activation, hits mostly activators. 0.19% of 320,000 active. AID 485349; note: potency is the fitted concentration of half-maximal effect; % of control where 0% means no effect; nearly all actives have a fitted effect of over 45% in size
#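 ATM-like activity read as KAP-1 phosphorylation via AlphaLISA donor/acceptor antibody pairs after lysis and 6 hr at 25C. Cells were ATM-null patient fibroblasts ([…], hTERT), dosed 60 min, then exposed to the DSB inducer NCS for 30 min.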
# GALK inhibitor – blocks human galactokinase activity. P51570. Purified GALK, Kinase-Glo residual ATP luminescence. Potency, µM (series often up to 57.5 µM), inactives show at the highest dose activity change, negative = inhibition, usual class: inhibitors. 0.007% of 270,000 active; note: potency is the fitted concentration of half-maximal effect; % is set by controls: 0 for no effect and ±100 for the full control effect
# Target sequence (P51570 whole entry, looked up): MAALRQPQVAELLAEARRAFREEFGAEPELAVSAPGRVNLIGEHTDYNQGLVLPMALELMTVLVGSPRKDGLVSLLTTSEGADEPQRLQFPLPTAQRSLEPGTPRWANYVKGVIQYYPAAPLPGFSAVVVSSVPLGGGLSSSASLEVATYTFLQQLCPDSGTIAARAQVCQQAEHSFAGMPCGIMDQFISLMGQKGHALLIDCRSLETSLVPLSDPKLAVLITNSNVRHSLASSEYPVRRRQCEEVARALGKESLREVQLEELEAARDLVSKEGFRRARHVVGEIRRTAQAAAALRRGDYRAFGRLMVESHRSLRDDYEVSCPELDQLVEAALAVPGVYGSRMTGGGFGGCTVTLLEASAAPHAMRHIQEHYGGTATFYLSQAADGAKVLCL
#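 Luminescence from leftover ATP (Ultra-Glo luciferase/luciferin) served as read-out after a 1 h room-temperature reaction of 5 nM GALK with 35 uM ATP and 100 uM galactose.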
# Integrin act MD – activators of alpha7 integrin expression for muscular dystrophy; alpha7betagal myoblasts, beta-gal FDG fluorescence, 48 h; Potency, µM (highest dose often 38.3 µM), for inactives: top-dose activation, actives largely listed as activators; 0.064% of 350,000 active; AID 624291;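 note: potency is the fitted concentration of half-maximal effect; 100% = response of the positive control SU9516; nearly all actives have a fitted effect of over 60% in size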
#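 alpha7betagal+/- myoblasts (passage 13, 250/well) treated 48 h at 37C with compounds at 1:260 dilution of DMSO stock. Lysed, then beta-galactosidase activity read as FDG fluorescence (ex 480/em 540) after 30 min, with pre-read for autofluorescence.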
# ASM inhibitor – human S-ASM enzyme inhibition; P17405; placental ASM, HMU-PC fluorogenic substrate, 60 min; Potency, µM (doses to about 57.5 µM), for the others: at the highest dose activity change, negative = inhibition, actives largely listed as inhibitors; 0.006% of 340,000 active; note: potency is the fitted concentration of half-maximal effect
#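 Steps: dispense placental human ASM, pin compound, wait 10 min at room temperature, add HMU-PC0 substrate at 9 uM final, incubate 60 min at 37 °C, add stop solution raising pH to 10, read fluorescence.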
# KCNH2 WT inh – inhibitors of human wildtype KCNH2 potassium channel; 0.37% of 340,000 active; activity change, % at 1.84 µM; AID 720551; U2OS, BacMam KCNH2, thallium flux FluxOr; hits give low values;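 active = maximum activity change below -70%; inconclusive = maximum activity change between -70% and -50%; inactive = maximum activity change above -50%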; note: % is set by controls: 0 for no effect and ±100 for the full control effect
#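 U2OS cells were transduced with wild-type KCNH2 virus (2.03 x 10^8 / mL) for 4 h at room temperature, then cultured overnight at 37 C. Thallium flux was read with FluxOr dye. Rate constants were normalized to DMSO controls.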
# Coupling enz – coupling enzyme interference in Giardia aldolase counter-screen | coupling enzyme system counterscreen, AmpLite Red fluorescence | 0.67% of 290,000 active | activity change, negative = inhibition, % at 58.2 µM, hits read low | AID 2472; in the data active = activity change below about -30%; note: % is set by controls: 0 for no effect and ±100 for the full control effect
#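 Coupling enzymes only (glyceraldehyde-3-phosphate) + compound, at 57.5 uM final, 10 min RT; add substrate/coupling/AmpLite Red mix, 20 min RT; fluorescence ex 525/em 598 nm. Actives flag coupling-system interference.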
# Active calls of the source: *; ? = inconclusive; nt = not tested or not shown; [ ] = dose if it differs, or a comment. Unless noted, calls come from the whole dose curve; as a rule, active = well fitted curve in the direction sought with a large enough effect; inconclusive = small, poorly fitted or top-dose-only effect, or another doubt; inactive = no such curve, though single readings can be large; an effect the other way counts as inactive or inconclusive. Outcome played no part in choosing rows (roughly 2% active in at least one column).
SMILES,CXXC DNA block,TRPV1 ag,Integrin act MD,ASM inhibitor,KCNH2 3.1 inh,KCNH2 WT inh,Coupling enz,GALK inhibitor,MBNL1-CUG inh,AT treatment
Cc1ncc(C[n+]2csc(CCOC(=O)CC3C4CC5CC(C4)CC3C5)c2C)c(N)n1 (stereo not drawn),1%,18,-30%,2%,-2,5,1,-3%,-7%,-5%
CCc1ccc(-c2csc3[n+]2CCN3C(C)=O)cc1,0%,-3,-32%[inhibitor],11%,1,13,-1,-1%,8%,-5%
CCC(C)(C(=O)Nc1ccc(OC)cc1)N(C)C(=O)Cn1nnnc1N (stereo not drawn),-6%,-8,5%,1%,-4,-16,1,0%,-9%,17%
COc1ccccc1-c1nc(S(=O)(=O)c2ccc(Cl)cc2)c(N(C)C)o1,-3%,7,-25%,3%,10,2,1,-3%,0%,2%
CC(=O)Nc1ccc(Cc2ccc3[nH]c(=O)cc(C)c3c2)cc1,-15%,-1,nt,nt,nt,nt,-2,-3%,-12%,-1%
Cc1nnc(SCc2ccc(F)cc2)n1NC/C=C/c1ccccc1,-5%,?,0%,-3%,-1,-5,-3,-1%,-5%,1%
COc1ccccc1OCc1ccc(C(=O)NC(C)(C)C)o1,10%,2,-17%,4%,12,1,1,-1%,-5%,9%
Cc1nn(-c2ccccc2)c(N)c1Sc1ccccc1[N+](=O)[O-],6%,11,4%,1%,0,4,0,1%,?,3%
COc1cccc(OC)c1C(=O)N1CCN(Cc2ccccc2C(F)(F)F)CC1,-12%,6,-3%,2%,-2,-9,1,-1%,-6%,1%
CN(Cc1ccccc1)Cc1nc2c(c(=O)n(C)c(=O)n2C)n1CCCc1ccccc1,-2%,6,6%,-3%,2,-3,-1,2%,5%,5%
COCCn1c(Cc2cccn2C)nnc1SCC(=O)Nc1nccs1,-4%,0,-6%,-1%,nt,-4,-3,4%,1%,-4%
CC(=O)c1ccc(S(=O)(=O)N2CCCC(N(C)CCc3ccccn3)C2)cc1 (stereo not drawn),-6%,1,-36%,-3%,4,25,nt,-2%,17%,-7%

# Remaining list, next part.
SMILES,CXXC DNA block,TRPV1 ag,Integrin act MD,ASM inhibitor,KCNH2 3.1 inh,KCNH2 WT inh,Coupling enz,GALK inhibitor,MBNL1-CUG inh,AT treatment
O=C(Nc1ccc(OC(F)F)cc1)c1cc(S(=O)(=O)N2CCOCC2)ccc1N1CCCC1,nt,nt,?,6%,-4,21,nt,nt,nt,nt
Cc1nnc(SCc2ccc(C(=O)Nc3cc(Cl)ccc3C)cc2)s1,0%,?,4%,0%,8,-8,-2,nt,-29%,9%
COc1ccc(S(=O)(=O)n2nc(OC(C)=O)cc2N(C(C)=O)C(C)=O)cc1,2%,1,-8%,5%,-3,-13,-1,4%,0%,4%
CCCC(=O)Nc1ccc(C(=O)NNC(=S)NC(=O)c2cccs2)cc1,-26%,nt,-10%,-2%,0,-3,4,-3%,12%,-6%
Cc1cccc(Cn2nc(C(C)(C)C)cc2C(=O)N2CCOCC2)c1,29%,28,9%,1%,22,6,1,-1%,2%,2%
Cc1nnc(SC(C(=O)Nc2ccc(Cl)c([N+](=O)[O-])c2)c2ccccc2)[nH]c1=O (stereo not drawn),5%,-2,1%,-2%,-1,5,11,-1%,0%,-1%
O=C(COc1ccc(S(=O)(=O)NC2CCCCC2)cc1)NCc1cccnc1,-4%,0,26%,2%,-9,-7,0,-4%,5%,nt
CCCCN(C(=O)c1ccc(-n2nc(C)cc2C)cc1)c1c(N)n(CCC)c(=O)[nH]c1=O,nt,1,20%,5%,3,-29,nt,nt,nt,-5%
CN1/C(=C/C(=O)c2cccs2)Sc2ccccc21,6%,12,nt,nt,nt,nt,-21,3%,?,nt
Cc1ccc(S(=O)(=O)Nc2c(C)nn(C)c2C)cc1,-4%,-2,7%,3%,-3,-8,-1,0%,-3%,nt
Cc1cc(C)cc(NC(=O)CNC(c2ccccc2)c2ccccc2)c1,-3%,25,7%,-3%,-7,-70*,-6,12%,1%,4%
COc1ccc(COC(=O)CCS(=O)(=O)c2ccc(C)cc2)cc1F,nt,22,-3%,0%,14,2,nt,nt,nt,3%

# Next section:
SMILES,CXXC DNA block,TRPV1 ag,Integrin act MD,ASM inhibitor,KCNH2 3.1 inh,KCNH2 WT inh,Coupling enz,GALK inhibitor,MBNL1-CUG inh,AT treatment
COc1ccc(N(CC(=O)Nc2nccs2)S(=O)(=O)c2c(C)nn(C)c2C)cc1,-8%,nt,6%,-7%,13,1,1,2%,0%,19%
Cc1ccc(C(=O)c2nocc2C(=O)c2cccs2)cc1,3%,-4,7%,-1%,1,-3,-10,2%,-4%,0%
COc1cc(CN2CCNC(=O)C2CC(=O)NCCC2=CCCCC2)cc(OC)c1 (stereo not drawn),-5%,-3,21%,3%,3,28,-2,9%,10%,-4%
O=C(CN(CCc1ccccc1)C(=O)CNS(=O)(=O)c1ccccc1)NCc1ccco1,-8%,-2,-19%,-1%,7,-7,0,0%,-5%,-11%
CNC(=S)Nc1cc2oc3ccccc3c2cc1OC,8%,28,13%,-1%,-5,-9,0,2%,-7%,1%
Nc1c(-c2ccc(Cl)cc2)cnn1-c1ccccc1,-2%,?,3%,6%,6,0,0,-1%,2%,-2%
Cc1ccc2c(c1)cc(CN(Cc1ccc3c(c1)OCO3)S(=O)(=O)c1ccccc1)c1nnnn12,-1%,-3,16%,-4%,14,30,2,6%,-5%,-6%
Cc1cc(C(=O)CN2C(=O)NC(Cc3c[nH]c4ccccc34)C2=O)c(C)n1C (stereo not drawn),7%,-3,-44%,-2%,-25,6,-10,2%,2%,4%
CCN(C(=O)COC(=O)CNS(=O)(=O)c1ccc(SC)c([N+](=O)[O-])c1)C1CCCCC1,nt,4,0%,-2%,-1,-1,nt,nt,nt,nt
Cc1cccc(C(=O)N2N=C(c3ccc(NS(C)(=O)=O)cc3)CC2c2cccs2)c1 (stereo not drawn),10%,2,-24%,-5%,-11,2,0,-2%,-1%,4%
COc1ccc(OCC(=O)Nc2nc3cc4c(cc3s2)OCCO4)cc1,nt,nt,9%,-3%,15,-2,nt,nt,nt,16%
Nc1nonc1C(=O)OCC(=O)N1CCOCC1,1%,-2,15%,0%,7,16,0,11%,7%,0%

# (further entries)
SMILES,CXXC DNA block,TRPV1 ag,Integrin act MD,ASM inhibitor,KCNH2 3.1 inh,KCNH2 WT inh,Coupling enz,GALK inhibitor,MBNL1-CUG inh,AT treatment
Cc1ccc(C(=O)NCCC(=O)N2CCOCC2)cc1,0%,-2,2%,1%,-11,9,nt,-4%,-4%,2%
CC1CCc2sc(C(=O)NNC(=S)NCC3CCCO3)cc2C1 (stereo not drawn),?,15,0%,-1%,8,13,4,-2%,-7%,7%
CCOc1ccccc1C(=O)Nc1cc2c(cc1N1CCCC1)n(CC)c(=O)n2CC,17%,?,0%,-9%,25,-5,nt,-5%,-3%,2%
CCN(C(=O)COC(=O)C(Cc1ccccc1)N1C(=O)c2ccccc2C1=O)C1CCS(=O)(=O)C1 (stereo not drawn),2%,3,2%,4%,3,3,2,0%,0%,0%
COc1ccc(CCN2CC(C(=O)NCCc3ccccn3)CCC2=O)cc1 (stereo not drawn),7%,1,23%,2%,-21,-14,-1,0%,0%,4%
Cc1ccc(C(=O)O)cc1N1C(=O)CCCC1=O,-1%,-1,19%,8%,1,6,4,0%,1%,2%[11.5 µM]
Cc1ccc(-c2cc(C(F)(F)F)n3ncc(C(=O)N4CCCCC4c4cccnc4)c3n2)cc1 (stereo not drawn),1%,22,-1%,369%[activator],0,-11,-1,-2%,-7%,3%
Cc1ccc(NC(=O)c2ccn(C(=O)Nc3ccccc3)n2)c(C)c1,5%,?,0%,1%,11,5,-1,-1%,-3%,-3%
COc1cc(CC(=O)OCC(=O)NC2CC2)cc(OC)c1OC,-3%,-1,1%,-3%,-6,0,3,0%,-1%,5%
COc1cccc2[nH]c3c(N4CCCCC4)ncnc3c12,6%,3,-9%,-2%,7,5,-11,3%,-6%,?
CCOC(=O)C1=C(N)N(c2ccc(C)cc2)C2=C(C(=O)CCC2)C1c1cccs1 (stereo not drawn),6%,?,10%,-8%,-18,-11,-2,-1%,-2%,-3%
CCOC(=O)C1(P(=O)(c2ccc(Cl)cc2)c2ccc(Cl)cc2)CCC1,-5%,?,12%,-3%,5,-10,8,1%,-3%,1%
Cc1cccc(NC(=O)c2ccc(S(=O)(=O)N3CCCCC3C)cc2)n1 (stereo not drawn),nt,nt,-3%,-6%,2,-1,nt,nt,nt,nt
C#CCOCCOCCOCCNc1nc(N2CCN(C(=O)[C@H](CCCCN)n3cc(CC(C)O)nn3)CC2)nc(N2CCN(C(=O)[C@H](CCCCN)n3cc(CC(C)O)nn3)CC2)n1 (stereo partly drawn),nt,-1,0%,3%,-76*,-2,nt,nt,nt,13%
